NSD2 block = blocks human NSD2 histone methyltransferase activity; inhibition, % at 12.5 µM; NSD2-SET H3K36me1 DELFIA fluorescence, biochemical; O96028; 44,000 compounds, 0.07% hits; in the data active = inhibition above about 54%, passing the limit was not always enough; inconclusive = no clear call, values can overlap the other calls;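 also: inhibitors reduce the monomethyl H3K36 fluorescence signal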
Target sequence (O96028 whole entry, looked up): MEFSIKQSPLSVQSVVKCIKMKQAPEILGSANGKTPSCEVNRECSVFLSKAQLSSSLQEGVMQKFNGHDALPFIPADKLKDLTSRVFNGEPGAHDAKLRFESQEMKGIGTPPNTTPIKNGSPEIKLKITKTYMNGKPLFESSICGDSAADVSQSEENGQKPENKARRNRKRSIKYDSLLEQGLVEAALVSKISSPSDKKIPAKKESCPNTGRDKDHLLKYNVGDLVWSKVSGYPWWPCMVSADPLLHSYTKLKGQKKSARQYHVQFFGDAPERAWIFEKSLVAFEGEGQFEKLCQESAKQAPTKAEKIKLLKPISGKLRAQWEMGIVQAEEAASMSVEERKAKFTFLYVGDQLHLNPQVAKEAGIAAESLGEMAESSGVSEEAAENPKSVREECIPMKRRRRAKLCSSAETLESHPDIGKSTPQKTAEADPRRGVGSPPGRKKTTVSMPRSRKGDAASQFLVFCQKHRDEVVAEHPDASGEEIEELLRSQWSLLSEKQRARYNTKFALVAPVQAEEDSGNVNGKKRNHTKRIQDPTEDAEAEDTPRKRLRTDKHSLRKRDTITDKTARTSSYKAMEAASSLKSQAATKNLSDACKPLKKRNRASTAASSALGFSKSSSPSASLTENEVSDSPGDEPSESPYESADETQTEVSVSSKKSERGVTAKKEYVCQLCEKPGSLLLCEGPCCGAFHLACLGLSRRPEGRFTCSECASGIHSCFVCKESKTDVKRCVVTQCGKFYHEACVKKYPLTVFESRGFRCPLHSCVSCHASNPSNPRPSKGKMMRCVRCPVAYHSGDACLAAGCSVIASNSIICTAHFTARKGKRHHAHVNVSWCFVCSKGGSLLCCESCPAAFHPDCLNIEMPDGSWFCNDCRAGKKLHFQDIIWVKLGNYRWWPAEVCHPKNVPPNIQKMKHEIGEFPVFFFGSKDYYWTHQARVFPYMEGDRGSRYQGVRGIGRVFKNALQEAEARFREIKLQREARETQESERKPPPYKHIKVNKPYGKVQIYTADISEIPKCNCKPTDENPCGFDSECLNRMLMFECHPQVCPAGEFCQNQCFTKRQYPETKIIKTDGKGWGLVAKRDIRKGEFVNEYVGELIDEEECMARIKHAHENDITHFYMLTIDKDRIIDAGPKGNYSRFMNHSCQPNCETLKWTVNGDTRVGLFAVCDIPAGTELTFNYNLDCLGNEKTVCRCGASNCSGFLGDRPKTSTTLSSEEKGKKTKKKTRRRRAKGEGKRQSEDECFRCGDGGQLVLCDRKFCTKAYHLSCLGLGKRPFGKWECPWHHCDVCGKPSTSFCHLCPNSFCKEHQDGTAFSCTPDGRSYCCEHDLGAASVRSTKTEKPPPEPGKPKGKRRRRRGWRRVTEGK
Starred values were filed as active, the others as inactive; ? = inconclusive. Some of the compounds tested; rates above refer to the full screens.

Compound | NSD2 block
C[C@H]1CN([C@@H](C)CO)S(=O)(=O)c2ccc(C#CC3CC3)cc2O[C@H]1CN(C)C(=O)CN(C)C | -1.7
COc1ccc(NC(=O)Nc2ccc3c(c2)[C@@H]2C[C@H](CC(=O)NCCc4ccccc4)O[C@@H](CO)[C@@H]2O3)cc1 | 7.2
C[C@@H]1CN([C@H](C)CO)S(=O)(=O)c2ccc(-c3ccccc3)cc2O[C@H]1CN(C)Cc1ccccc1 | -43.7
C/C=C/c1ccc2c(c1)O[C@H](CN(C)CCC)[C@H](C)CN([C@@H](C)CO)S2(=O)=O | 0.7
CCCN(C)C[C@H]1Oc2ncc(-c3ccccc3F)cc2C(=O)N([C@@H](C)CO)C[C@H]1C | 10.4
C=CCN1C(=O)[C@@]2(O[C@@H](CCO)[C@H]([Si](C)(C)c3ccc(OC)cc3)[C@H]2C)c2cc(N3CCOC3=O)ccc21 | 0.2
C[C@@H]1CN([C@H](C)CO)C(=O)Cc2cc(NC(=O)NC3CCCCC3)ccc2O[C@H]1CN(C)CC1CCCCC1 | 10.5
CC(=O)O[C@H]1CC[C@@]2(C)C(C[C@@H](OC(C)=O)[C@@]3(C)C4=CC(=O)O[C@@H](c5ccoc5)[C@]4(C)CCC23)C1(C)C (some centres not stated) | 9.2
CCCN(C)C[C@H]1Oc2cc(C#Cc3ccncc3)ccc2S(=O)(=O)N([C@@H](C)CO)C[C@H]1C | 4.7
CSc1c(-c2ccccn2)c(N)nn1C(=O)C1CCC1 | -9.8
Cc1ccc(S(=O)(=O)N(C)C[C@@H]2OCCCC[C@@H](C)Oc3ccc(NC(=O)Nc4c(C)noc4C)cc3C(=O)N([C@H](C)CO)C[C@@H]2C)cc1 | 5.0
C[C@H]1CCCCO[C@@H](CN(C)C(=O)Nc2ccc(F)cc2)[C@@H](C)CN([C@@H](C)CO)C(=O)c2cc(N(C)C)ccc2O1 | -0.5
COc1ccc(S(=O)(=O)N(C)C[C@H]2Oc3cc(C4=CCCC4)ccc3S(=O)(=O)N([C@@H](C)CO)C[C@H]2C)cc1 | 1.5
C[C@@H]1CN([C@@H](C)CO)C(=O)Cc2cc(NC(=O)CCN3CCOCC3)ccc2O[C@H]1CN(C)Cc1ccc(C(F)(F)F)cc1 | -1.4
CCC(=O)N(C)C[C@@H]1Oc2ncc(C#Cc3ccncc3)cc2C(=O)N([C@@H](C)CO)C[C@H]1C | -7.1
C[C@@H]1CN([C@H](C)CO)C(=O)Cc2cc(NC(=O)c3ccncc3)ccc2O[C@@H]1CN(C)Cc1ccncc1 | 2.6
CCCNC(=O)N(C)C[C@H]1Oc2cc(C#CC(C)(C)O)ccc2S(=O)(=O)N([C@@H](C)CO)C[C@@H]1C | 1.4
CNC[C@@H]1Oc2ccc(NS(=O)(=O)c3ccc(OC)cc3)cc2CC(=O)N([C@H](C)CO)C[C@H]1C | 0.2
C[C@@H]1CN([C@@H](C)CO)C(=O)c2cc(-c3cccnc3)cnc2O[C@H]1CN(C)C(=O)C1CCCCC1 | -2.3
CC(C)OC(=O)N(C)C[C@@H]1OCc2ccccc2-c2c(n(C)c3ccccc23)C(=O)N([C@H](C)CO)C[C@H]1C | -165.6
COc1cccc(-c2ccc3c(c2)O[C@@H](CN(C)C(=O)C2CCC2)[C@@H](C)CN([C@H](C)CO)S3(=O)=O)c1 | 0.4
C/C=C/c1cnc2c(c1)C(=O)N([C@@H](C)CO)C[C@@H](C)[C@@H](CN(C)C(=O)Cc1cccnc1)O2 | 0.5
Cc1noc(C)c1NC(=O)N(C)C[C@H]1Oc2c(NC(=O)Nc3ccc4c(c3)OCO4)cccc2C(=O)N([C@@H](C)CO)C[C@@H]1C | -2.2
COc1ccc(NC(=O)N[C@@H]2C=C[C@H](CC(=O)NC3CCC3)O[C@@H]2CO)cc1 | 4.4
CCCCC/C=C\C/C=C\C/C=C\CCCCCCC(=O)O | -3.4
C[C@H]1CN([C@@H](C)CO)C(=O)c2cccc(NC(=O)Nc3ccc(C(F)(F)F)cc3)c2O[C@H]1CN(C)C(=O)Nc1ccc(F)cc1 | ?
C[C@@H]1CN([C@@H](C)CO)C(=O)c2cc(NC(=O)CCCN(C)C)ccc2O[C@@H](C)CCCCO[C@H]1CN(C)C(=O)CCCN(C)C | -6.3
CNC(=O)C1=C[C@H](c2csc3ccccc23)C[C@H](OCc2ccc(CO)cc2)O1 | -0.3
C[C@@H]1CCCCO[C@@H](CN(C)Cc2ccc(C(F)(F)F)cc2)[C@@H](C)CN([C@@H](C)CO)C(=O)c2cc(NC(=O)Nc3ccc4c(c3)OCO4)ccc2O1 | -3.1
C[C@@H]1CN([C@@H](C)CO)C(=O)c2cc(NS(=O)(=O)c3cn(C)cn3)ccc2O[C@@H]1CN(C)Cc1ccc(Cl)c(Cl)c1 | -5.0
CCCC#Cc1cnc2c(c1)C(=O)N([C@@H](C)CO)C[C@@H](C)[C@H](CN(C)C(=O)Nc1cc(F)ccc1F)O2 | -3.0
C[C@@H]1CN([C@@H](C)CO)C(=O)c2cc(-c3ccccc3F)cnc2O[C@H]1CN(C)Cc1cccc(C(=O)O)c1 | -1.3
C[C@H]1CN([C@@H](C)CO)C(=O)c2cc(NC(=O)CCC(F)(F)F)ccc2O[C@@H]1CN(C)C | -0.5
COc1ccc(NC(=O)N(C)C[C@H]2OCCCC[C@H](C)Oc3ccc(NS(=O)(=O)c4cccs4)cc3C(=O)N([C@H](C)CO)C[C@@H]2C)cc1 | -3.5
C[C@H](CO)N1C[C@H](C)[C@H](CN(C)C(=O)Nc2ccc(F)cc2)Oc2ccc(NC(=O)Nc3ccc4c(c3)OCO4)cc2C1=O | -0.2
C[C@H]1CN([C@@H](C)CO)C(=O)c2cc(NC(=O)Cn3cnnn3)ccc2O[C@H]1CN(C)S(=O)(=O)c1ccccc1 | 3.4
C[C@@H]1CCCCO[C@H](CN(C)C(=O)CCCN(C)C)[C@H](C)CN([C@@H](C)CO)C(=O)c2cc(NS(=O)(=O)c3cn(C)cn3)ccc2O1 | 1.0
CN1CCN(C(=O)C[C@H]2C[C@@H]3c4cc(NC(=O)c5ccc6c(c5)OCO6)ccc4O[C@@H]3[C@@H](CO)O2)CC1 | -2.4
C[C@@H]1CN([C@@H](C)CO)C(=O)c2cc(N(C)C)ccc2O[C@@H](C)CCCCO[C@H]1CN(C)C(=O)C1CCCCC1 | -46.4
COCC1=C2[C@@H](c3ccccc3)OB(O)C[C@@H]2[C@@H]2C(=O)N(Cc3ccccc3)C(=O)[C@@H]2C1 | 0.2
CN1CCN(C(=O)C[C@H]2C[C@@H]3c4cc(NC(=O)Nc5ccccc5)ccc4O[C@@H]3[C@@H](CO)O2)CC1 | -0.6
COc1ccc(NC(=O)Nc2ccc3c(c2)C(=O)N([C@@H](C)CO)C[C@H](C)[C@@H](CN(C)S(=O)(=O)c2ccc(C)cc2)O3)cc1 | -1.7
CC(=O)N(C)C[C@@H]1Oc2cc(C#Cc3ccncc3)ccc2S(=O)(=O)N([C@H](C)CO)C[C@H]1C | -0.6
Cc1cc(C(=O)Nc2cccc3c2O[C@@H](CN(C)C(=O)NC(C)C)[C@H](C)CN([C@H](C)CO)C3=O)n(C)n1 | -166.8
C[C@H](NC(=O)C[C@@H]1CC[C@@H](NC(=O)CN2CCOCC2)[C@H](CO)O1)c1ccccc1 | 7.6
COc1ccccc1-c1cnc2c(c1)C(=O)N([C@H](C)CO)C[C@@H](C)[C@@H](CN(C)Cc1ccc(F)cc1)O2 | -4.2
C[C@@H]1CN([C@@H](C)CO)C(=O)Cc2cc(NC(=O)Nc3ccc4c(c3)OCO4)ccc2O[C@H]1CN(C)S(=O)(=O)c1ccccc1 | 1.3
CC(C)NC(=O)Nc1ccc2c(c1)CC(=O)N([C@@H](C)CO)C[C@H](C)[C@@H](CN(C)S(=O)(=O)c1ccc(Cl)cc1)O2 | -1.9
COCC(=O)N(C)C[C@H]1Oc2ncc(C#Cc3ccccc3OC)cc2C(=O)N([C@H](C)CO)C[C@H]1C | -5.5
Cc1noc(C)c1NC(=O)Nc1ccc2c(c1)C(=O)N([C@@H](C)CO)C[C@@H](C)[C@H](CN(C)Cc1ccc3c(c1)OCO3)OCCCC[C@@H](C)O2 | 3.2

As entered above.
Value for C[C@H]1CN([C@@H](C)CO)C(=O)c2cc(NC(=O)Cn3cnnn3)ccc2O[C@H]1CN(C)S(=O)(=O)c1ccccc1 under NSD2 block: 3.4
Value for CC(C)NC(=O)Nc1ccc2c(c1)CC(=O)N([C@@H](C)CO)C[C@H](C)[C@@H](CN(C)S(=O)(=O)c1ccc(Cl)cc1)O2 under NSD2 block: -1.9

Remaining list, next part:
Compound | NSD2 block
Cc1ccc(S(=O)(=O)N(C)C[C@@H]2OCc3cn(nn3)CCCC(=O)N([C@H](C)CO)C[C@H]2C)cc1 | 11.4
C[C@H](CO)N1C[C@H](C)[C@H](CN(C)C(=O)Nc2ccccc2)Oc2ncc(-c3ccc(F)cc3)cc2C1=O | -3.2
C[C@@H]1CN([C@H](C)CO)C(=O)c2cc(-c3cccnc3)cnc2O[C@@H]1CN(C)C(=O)C1CCOCC1 | 3.4
C[C@@H]1CN([C@H](C)CO)C(=O)Cc2cc(NC(=O)CCCN(C)C)ccc2O[C@H]1CN(C)S(=O)(=O)c1cccs1 | 3.7
C[C@H](CO)N1C[C@H](C)[C@H](CN(C)C(=O)Nc2ccc(F)cc2)Oc2ccc(NS(=O)(=O)c3cn(C)cn3)cc2CC1=O | -1.4
C[C@H]1CN([C@@H](C)CO)C(=O)c2cccc(NC(=O)c3ccc(-c4nccs4)cc3)c2O[C@@H]1CN(C)C(=O)Nc1cccc2ccccc12 | -12.2
C[C@H]1CN([C@@H](C)CO)C(=O)c2cc(C#CC3(O)CCCC3)cnc2O[C@@H]1CN(C)C(=O)CC1CC1 | 1.0
CC(C)NC(=O)Nc1ccc2c(c1)CC(=O)N([C@H](C)CO)C[C@H](C)[C@@H](CN(C)C(=O)Nc1ccc3c(c1)OCO3)O2 | 1.4
CNC[C@@H]1Oc2ccc(NS(=O)(=O)c3ccc(Cl)cc3)cc2C(=O)N([C@H](C)CO)C[C@H]1C | 0.8
CN1CCN(C(=O)C[C@@H]2C[C@H]3c4cc(NC(=O)Nc5ccc(C(F)(F)F)cc5)ccc4O[C@H]3[C@H](CO)O2)CC1 | 5.7
O=C(C[C@@H]1C[C@H]2c3cc(NC(=O)c4cccnc4)ccc3O[C@H]2[C@H](CO)O1)NCc1ccncc1 | 0.5
Cc1noc(C)c1NC(=O)N(C)C[C@@H]1Oc2ccc(NS(C)(=O)=O)cc2C(=O)N([C@@H](C)CO)C[C@H]1C | -0.9
C[C@H]1CN([C@@H](C)CO)C(=O)c2cc(NS(C)(=O)=O)ccc2O[C@@H]1CN(C)C | 0.2
C[C@H](CO)N1C[C@H](C)[C@@H](CN(C)C(=O)Nc2ccccc2)Oc2ccc(NC(=O)CCC(F)(F)F)cc2CC1=O | 33.8
O=C(C[C@@H]1C=C[C@H](NC(=O)Nc2ccccc2F)[C@H](CO)O1)NCc1ccc(F)cc1 | 4.5
C[C@H]1CN([C@@H](C)CO)S(=O)(=O)c2ccc(/C=C/c3ccccc3)cc2O[C@@H]1CN(C)C(=O)c1ccncc1 | 2.3
CCCNC(=O)N(C)C[C@H]1Oc2ncc(-c3ccccc3F)cc2C(=O)N([C@@H](C)CO)C[C@H]1C | 6.3
O=C(C[C@H]1C=C[C@@H](NC(=O)Nc2cc(F)ccc2F)[C@H](CO)O1)NCCCN1CCOCC1 | 4.1
C[C@H](CO)N1C[C@H](C)[C@H](CN(C)S(=O)(=O)CC(F)(F)F)OCc2ccccc2-c2c(n(C)c3ccccc23)C1=O | -12.7
COc1ccc(CN(C)C[C@@H]2Oc3ccc(NC(=O)C4CCCCC4)cc3C(=O)N([C@@H](C)CO)C[C@H]2C)cc1 | -4.4
COc1ccc(CN(C)C[C@@H]2Oc3ccc(N(C)C)cc3CC(=O)N([C@@H](C)CO)C[C@H]2C)cc1 | -0.9
C[C@@H]1CN([C@H](C)CO)C(=O)c2cc(NS(=O)(=O)c3cn(C)cn3)ccc2O[C@@H](C)CCCCO[C@H]1CN(C)S(=O)(=O)c1cccs1 | 0.9
COc1ccc(S(=O)(=O)Nc2ccc3c(c2)C(=O)N([C@@H](C)CO)C[C@@H](C)[C@@H](CN(C)C(=O)Nc2ccccc2)OCCCC[C@@H](C)O3)cc1 | -2.2
C[C@@H]1CN([C@H](C)CO)C(=O)c2cc(NS(=O)(=O)c3cccs3)ccc2O[C@@H]1CN(C)Cc1ccc(Cl)c(Cl)c1 | 0.7
CNC[C@H]1Oc2ccc(NC(=O)Nc3ccccc3)cc2CC(=O)N([C@@H](C)CO)C[C@H]1C | 3.2

3 of the compounds above, with the structure last:
NSD2 block	SMILES
-0.9	COc1ccc(CN(C)C[C@@H]2Oc3ccc(N(C)C)cc3CC(=O)N([C@@H](C)CO)C[C@H]2C)cc1
0.8	CNC[C@@H]1Oc2ccc(NS(=O)(=O)c3ccc(Cl)cc3)cc2C(=O)N([C@H](C)CO)C[C@H]1C
-12.2	C[C@H]1CN([C@@H](C)CO)C(=O)c2cccc(NC(=O)c3ccc(-c4nccs4)cc3)c2O[C@@H]1CN(C)C(=O)Nc1cccc2ccccc12

Next part.
Compound | NSD2 block
C/C=C/c1cnc2c(c1)C(=O)N([C@H](C)CO)C[C@H](C)[C@@H](CN(C)C(=O)C1CCC1)O2 | -0.9
C[C@@H]1CN([C@H](C)CO)C(=O)c2cc(NC(=O)c3ccncc3)ccc2O[C@@H]1CN(C)Cc1ccc2c(c1)OCO2 | -1.0
C[C@H](CO)N1C[C@H](C)[C@H](CN(C)C)Oc2c(NC(=O)Nc3ccc(C(F)(F)F)cc3)cccc2C1=O | 1.8
C[C@@H]1CN([C@H](C)CO)C(=O)c2c(c3ccccc3n2C)-c2ccccc2CO[C@H]1CN(C)C(=O)c1ccc(F)cc1 | 0.0
C[C@H](CO)N1C[C@H](C)[C@H](CN(C)C(=O)c2ccccn2)Oc2cc(C#CC3CC3)ccc2S1(=O)=O | -0.3
C[C@H]1CN([C@@H](C)CO)C(=O)c2cc(NC(=O)c3ccncc3)ccc2O[C@@H]1CN(C)Cc1ccc(C(F)(F)F)cc1 | 0.1

Screening data deposited in PubChem by Broad Institute.
